Nox1 inh – inhibitors of human NADPH oxidase 1 (Nox1). HT29 cells, luminol chemiluminescence ROS. inhibition, % at 6.7 µM. 16,000 compounds, 0.81% hits
Luminol counter – luminol signal inhibition, Nox1 inhibitor counter-screen. inhibition, % at 6.7 µM. AID 1823. 16,000 compounds, 0.4% hits. HRP/luminol/H2O2 chemiluminescence counterscreen; note: reference of the scale not given here
PME-1 Maybridge – PME-1 (human) inhibition, Maybridge primary screen; Q9Y570; recombinant PME-1, FP-Rh probe fluorescence polarization; inhibition, % at 9 µM; 16,000 compounds, 0.5% hits; AID 2291; in the data active = inhibition above about 30%
NOTCH agonist – NOTCH pathway agonism | NOTCH signaling luciferase reporter cells, luminescence | activation, % at 2.5 µM | 15,000 compounds, 0.4% hits; in the data active = activation above about 2.2%
TLR4-MyD88 inh – blocks binding of human TLR4 to MyD88 | inhibition, % at 10 µM | 16,000 compounds, 0.06% hits | Cell-based TLR4-MyD88 binding inhibition assay | O00206; in the data active = inhibition above about 45%
OPRK1 antag MB – blocks the human kappa opioid receptor, Maybridge compounds; P41145; OPRK1 cells, antagonist mode, fluorescence readout; inhibition, % at 9 µM; 16,000 compounds, 0.4% hits; AID 652031; in the data active = inhibition above about 50%
Target sequence (P41145 whole entry, looked up): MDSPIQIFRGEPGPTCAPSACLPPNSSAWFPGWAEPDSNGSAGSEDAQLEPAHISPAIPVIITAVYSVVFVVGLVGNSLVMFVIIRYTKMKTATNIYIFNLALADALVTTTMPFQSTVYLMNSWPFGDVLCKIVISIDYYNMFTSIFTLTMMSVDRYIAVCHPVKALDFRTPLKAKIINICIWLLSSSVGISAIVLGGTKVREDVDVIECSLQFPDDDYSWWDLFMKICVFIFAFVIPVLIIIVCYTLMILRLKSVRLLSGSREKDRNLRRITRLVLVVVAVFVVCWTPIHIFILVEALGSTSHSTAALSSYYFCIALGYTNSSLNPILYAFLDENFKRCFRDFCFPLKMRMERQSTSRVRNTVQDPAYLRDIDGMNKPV
rat GALR2 ag – activates the rat galanin receptor 2; cell-based GALR2 agonist screen; 16,000 compounds, 0.5% hits; O08726; activation, % at 10 µM; in the data active = activation above about 15%
Target sequence (O08726 whole entry, looked up): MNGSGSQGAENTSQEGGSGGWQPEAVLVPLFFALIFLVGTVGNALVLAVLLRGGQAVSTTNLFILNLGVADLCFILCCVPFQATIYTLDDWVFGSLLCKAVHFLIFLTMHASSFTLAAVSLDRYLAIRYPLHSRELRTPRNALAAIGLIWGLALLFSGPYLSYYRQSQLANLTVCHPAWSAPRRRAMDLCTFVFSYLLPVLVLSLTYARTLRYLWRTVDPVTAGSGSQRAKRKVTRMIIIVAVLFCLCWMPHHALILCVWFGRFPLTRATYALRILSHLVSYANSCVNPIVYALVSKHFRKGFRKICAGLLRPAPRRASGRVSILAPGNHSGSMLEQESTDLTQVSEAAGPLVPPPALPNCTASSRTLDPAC
S1P1 ag – activates the human S1P1 receptor; activation, % at 4.5 µM; 16,000 compounds, 1.5% hits; S1P1 agonist cell-based reporter assay; in the data active = activation above about 80%
An asterisk follows results filed as active; nt = no result given. Cut-off read from the data, not from the text of the source, unless noted: active = inhibition above about 75%; inactive = the rest. Rows were taken by chance. Share with any hit: about 4.4%.

cpd	canonical_smiles	Nox1 inh	Luminol counter	PME-1 Maybridge	NOTCH agonist
1	O=C(CC1Sc2ccccc2NC1=O)NNC(=O)c1cc(C(F)(F)F)cc(C(F)(F)F)c1 (stereo unspecified)	-44	4	-14	-0.6
2	Cc1nc(-c2ccccc2)sc1C(=O)N1CCCc2ccccc21	-84	-2	3	-0.4
3	C(=N\OCc1nnc(-c2ccc3ccccc3c2)o1)/c1cccc2c1OCO2	22	-5	-2	-0.3
4	NS(=O)(=O)c1ccccc1Oc1ccc(Cl)cc1Cl	-41	2	3	-0.9
5	N#C/C(=C\c1ccc([N+](=O)[O-])s1)C(=O)C1CC1	-15	1	11	0.1
6	COc1ccc(OC)c(C(=O)c2cc(OC)c(OC)c(OC)c2)c1	-37	6	-2	-1.6
7	Cc1cc(=O)n2[nH]c(C(C)(C)C)cc2n1	6	-3	2	0.6
8	OC1CCN(Cc2ccccc2)CC1	-2	-3	0	0.0

cpd	TLR4-MyD88 inh	OPRK1 antag MB	rat GALR2 ag	S1P1 ag
1	1	-21	-6	9
2	8	-12	-9	38
3	-8	14	-6	-4
4	-5	4	-5	1
5	0	3	-7	-4
6	-8	15	0	-26
7	-4	-4	-6	-11
8	-8	-5	-6	1

Carrying on:
cpd	canonical_smiles	Nox1 inh	Luminol counter	PME-1 Maybridge	NOTCH agonist
9	N/C(=N\O)c1cnn2c(-c3cccc(C(F)(F)F)c3)ccnc12	48	5	-1	0.4
10	Cn1cncc1CC1COC(=O)C1C(O)c1ccccc1 (stereo unspecified)	-41	5	-1	0.1
11	Cc1ccn2c([N+](=O)[O-])cnc2c1	-38	0	-3	-0.2
12	O=C(NNC(=O)C(F)(F)F)C(F)(F)F	-51	3	5	-0.4
13	Cc1noc(C)c1-c1nc(CN2C(=O)c3ccccc3S2(=O)=O)no1	-6	-3	2	0.1
14	COc1ncc(C#N)c(N)n1	17	-8	7	0.0
15	O=c1cc(-c2ccccc2)cc(-c2ccccc2)o1	19	-8	6	-0.2
16	CN(NC=C(C#N)C#N)c1ccccc1[N+](=O)[O-]	104*	-5	6	-0.3

cpd	TLR4-MyD88 inh	OPRK1 antag MB	rat GALR2 ag	S1P1 ag
9	2	14	-5	-30
10	-5	-15	-7	9
11	3	6	-2	-2
12	3	-3	-5	-19
13	5	0	-4	-2
14	-10	42	-5	2
15	-8	-11	-6	-7
16	2	0	-1	-5

(cont.)
cpd	canonical_smiles	Nox1 inh	Luminol counter	PME-1 Maybridge	NOTCH agonist
17	O=C(O)CC1(CC(=O)Nc2ccc3sccc3c2)CCCCC1	-21	1	1	-1.0
18	Cc1ccc(C(=O)CSc2nc(N)c(C(=O)c3ccc(C)cc3)s2)cc1	-89	1	-2	0.1
19	Cc1nnsc1C(=O)N1CCN(Cc2ccc3c(c2)OCO3)CC1	-17	2	1	0.9
20	O=C(NCc1cccs1)c1ccccc1	-16	-3	1	0.0
21	Cn1cc(Br)c(-c2cccc(NC(=O)c3nccnc3C(=O)O)c2)n1	19	-5	7	0.2
22	O=C(c1ccc([N+](=O)[O-])cc1)C1C(=O)N(c2ccccc2)C(=O)N(c2ccccc2)C1=O	-17	-7	0	0.3
23	COc1ccc(C2NC(c3ccc(OC)cc3)C(C)C(=O)C2C)cc1 (stereo unspecified)	-6	-4	6	-0.5
24	COc1ccc(/C=N/n2nnc3c(sc4nc(C)cc(C)c43)c2=O)cc1	-42	-1	-6	-0.1

cpd	TLR4-MyD88 inh	OPRK1 antag MB	rat GALR2 ag	S1P1 ag
17	-2	-4	-9	6
18	0	-16	8	-2
19	-3	5	-8	-5
20	-3	4	-7	-22
21	-7	16	-3	1
22	-6	14	-5	-8
23	3	-1	-10	-5
24	5	4	-4	11

Next section:
cpd	canonical_smiles	Nox1 inh	Luminol counter	PME-1 Maybridge	NOTCH agonist
25	COC(=O)/C(C#N)=C/N(C)C	-13	-1	2	-0.3
26	CCOC(=O)c1cc(OCCOC)c(OCCOC)cc1NS(=O)(=O)c1cn(C)cn1	-11	-4	6	-0.7
27	O=C(NNC(=O)c1ccc[nH]1)c1cccc(C(F)(F)F)c1	-20	0	0	0.1
28	C/C(=C\C(=O)Nc1cscc1C)C(=O)O	3	-2	3	0.0
29	C#Cc1cccc(-n2nnc(C(=O)OCC)c2C)c1	-14	-5	3	0.1
30	O=C(O)/C=C/C(=O)Nc1cccc(C(=O)O)c1	1	-3	1	0.4
31	O=C1c2ccccc2C(=O)N1C1CCN(Cc2ccccc2)CC1	-62	-2	2	-0.6
32	O=C(Cc1ccccc1F)Nc1nnc(C2CC2)s1	0	-3	-3	-0.5

cpd	TLR4-MyD88 inh	OPRK1 antag MB	rat GALR2 ag	S1P1 ag
25	-4	20	-3	-9
26	2	18	-6	-12
27	9	-5	0	3
28	-3	-6	-4	2
29	-3	0	-6	-23
30	-6	21	-8	-7
31	0	2	-3	14
32	6	-14	-3	-22

Continued:
cpd	canonical_smiles	Nox1 inh	Luminol counter	PME-1 Maybridge	NOTCH agonist
33	COc1cccc(NC(N)=O)c1	-11	1	-3	-0.1
34	CCOC(=O)C(NC(C)=O)(Nc1ccc(C(O)(C(=O)OCC)C(F)(F)F)cc1C)C(F)(F)F (stereo unspecified)	-11	-5	4	-0.4
35	COC(=O)C1(C)Oc2cc(Cl)ccc2NC1=O (stereo unspecified)	-7	-6	3	0.0
36	CCCN/C(=C/C(=S)Nc1cccc2ccccc12)c1ccc(OC)cc1	16	-2	5	-0.1
37	O=C(NCC(O)COc1ccc([N+](=O)[O-])cc1)Nc1ccccc1 (stereo unspecified)	28	-3	7	-0.5
38	CC(=O)SCC(C)C(=O)O (stereo unspecified)	-4	-7	2	-0.4
39	Cc1nc2c(ncn2-c2ccccc2)c(=O)n1NC(=O)CN1CCCC1	-25	-1	0	-4.1
40	CCOC(=O)NC(N1CCCCC1)(C(F)(F)F)C(F)(F)F	-34	21	-17	-0.4

cpd	TLR4-MyD88 inh	OPRK1 antag MB	rat GALR2 ag	S1P1 ag
33	1	2	-3	-9
34	-1	5	-8	-10
35	3	-9	-3	-10
36	-5	-5	-9	-7
37	3	8	0	9
38	6	12	-4	-6
39	1	2	-5	-9
40	11	1	-4	-12

Nos. 38 to 40 from above:
cpd	canonical_smiles	Nox1 inh	Luminol counter	PME-1 Maybridge	NOTCH agonist
38	CC(=O)SCC(C)C(=O)O (stereo unspecified)	-4	-7	2	-0.4
39	Cc1nc2c(ncn2-c2ccccc2)c(=O)n1NC(=O)CN1CCCC1	-25	-1	0	-4.1
40	CCOC(=O)NC(N1CCCCC1)(C(F)(F)F)C(F)(F)F	-34	21	-17	-0.4

cpd	TLR4-MyD88 inh	OPRK1 antag MB	rat GALR2 ag	S1P1 ag
38	6	12	-4	-6
39	1	2	-5	-9
40	11	1	-4	-12

Next part.
cpd	canonical_smiles	Nox1 inh	Luminol counter	PME-1 Maybridge	NOTCH agonist
41	c1ccc(CSc2nc3ccccc3[nH]2)cc1	-17	-7	-2	0.8
42	CSCc1c(C)nn(C(=O)N(C)C)c1C	5	-5	6	-0.8
43	NNC(=O)c1ccccc1-n1cccc1	7	0	6	0.3
44	O=C(O)c1c2c(nc3ccccc13)CSc1ccc(Cl)cc1-2	-60	3	-6	0.4
45	O=C(O)CC1(CC(=O)NCc2ccccn2)CCCCC1	-30	1	2	-0.4
46	Cc1ccc(NC(C(=O)O)c2ccccc2)cc1 (stereo unspecified)	-57	-30	-1	-0.6
47	Cc1ccc(Sc2ncccc2NC(=O)Cc2ccccc2)cc1	11	-2	2	0.3
48	CCOC(=O)c1c(S(=O)(=O)N2CCOCC2)c(-c2ccccc2)n(-c2ccccc2)c1C	-62	0	5	-0.9

cpd	TLR4-MyD88 inh	OPRK1 antag MB	rat GALR2 ag	S1P1 ag
41	4	-2	-4	-4
42	-4	-4	-6	-3
43	5	-8	-9	3
44	8	3	-7	-7
45	8	-4	-1	9
46	12	-12	-7	82*
47	0	-16	-6	7
48	-14	-29	-3	-17

Going on with the list.
cpd	canonical_smiles	Nox1 inh	Luminol counter	PME-1 Maybridge	NOTCH agonist
49	O=C(/C=C/S(=O)(=O)c1ccc(Br)cc1)c1ccc(F)cc1	-37	8	-4	-0.7
50	CCc1nnc(NC(=O)c2ccncc2)s1	-52	1	-4	-0.3
51	O=C1CN(c2ccc(OC(F)(F)F)cc2)C(=O)CN1CC1CC1	-67	0	8	-1.6
52	Fc1ccc(NC(=S)Nc2ccc(F)cc2F)c(F)c1	-1	-6	4	-0.8
53	COc1cc2c(=O)oc(-c3cccnc3Oc3ccccc3)nc2c(OC)c1OC	-28	9	14	0.4
54	COc1cccc(OC)c1C(=O)NCCc1ccccc1	-68	-3	1	1.8
55	CCOC(=O)c1cc(C(C)(C)C)n(CCCN2CCOCC2)c1C	-29	3	-2	-0.3
56	COC(=O)c1ccc(/C=N/Nc2ncccc2[N+](=O)[O-])n1-c1ccc(F)cc1	14	-5	6	-0.4

cpd	TLR4-MyD88 inh	OPRK1 antag MB	rat GALR2 ag	S1P1 ag
49	2	4	-11	-18
50	-2	9	0	-7
51	6	-7	44*	3
52	-2	-9	-9	11
53	-19	-4	-5	-8
54	-5	-3	-5	0
55	2	29	-4	-5
56	-1	21	-4	32

(list continues)
cpd	canonical_smiles	Nox1 inh	Luminol counter	PME-1 Maybridge	NOTCH agonist
57	Cc1csc2nc(NC(=O)c3ccccc3)sc(=O)c12	13	-7	-38	0.2
58	CCCc1nc(SC)[nH]c(=O)c1C	8	-3	5	-1.0
59	CCCN(CCC)S(=O)(=O)c1ccc(C(=O)O/N=C(\C)c2ccccc2O)cc1	-22	-1	0	-1.1
60	CC1(C)CC(=O)C2=C(C1)OC(N)=C(C#N)C21C(=O)c2ccccc2C1=O	28	-4	5	-0.1
61	Cc1ccc(C(=O)Nc2ccc(N3CCOCC3)nc2N2CCOCC2)cc1	13	-3	2	-0.4
62	O=S1(=O)Cc2ccc(NS(=O)(=O)c3ccc(Br)s3)cc2C1	-5	2	-1	-0.5
63	O=C1CCN=C(N(C(=O)c2ccco2)c2ccc(F)c(Cl)c2)S1	-56	12	0	-0.5
64	CC(CC(=O)O)Oc1ccc(Cl)cc1[N+](=O)[O-] (stereo unspecified)	-28	0	1	-0.1

cpd	TLR4-MyD88 inh	OPRK1 antag MB	rat GALR2 ag	S1P1 ag
57	-9	8	-2	-6
58	-2	2	-7	-22
59	1	-7	-3	-2
60	-22	-3	-5	-11
61	-33	13	-6	23
62	-1	21	-6	-7
63	-2	-2	-2	-1
64	-1	0	0	5

(list continues)
cpd	canonical_smiles	Nox1 inh	Luminol counter	PME-1 Maybridge	NOTCH agonist
65	Cc1onc(-c2c(F)cccc2Cl)c1C(=O)N=S(C)(C)=O	-42	3	0	-0.5
66	CN(C)c1ccc(/C=N/NC(N)=S)cc1C#N	-1	3	2	-0.3
67	O=C(CSc1nc2cc(Cl)c(Cl)cc2[nH]1)c1ccccc1	-22	8	-62	-0.4
68	N/C(=N/OC(=O)c1ccccc1Cl)c1ncc([N+](=O)[O-])s1	-110	1	0	nt
69	O=c1c(F)cn(C2CCCO2)c(=O)n1Cc1cccc2ccccc12 (stereo unspecified)	-8	1	4	-0.1

cpd	TLR4-MyD88 inh	OPRK1 antag MB	rat GALR2 ag	S1P1 ag
65	6	-10	-7	5
66	-10	-1	-4	1
67	-10	-4	-9	-13
68	-3	-6	-11	3
69	-1	-1	-10	3

Entries from the list above with an aryl thioether with sulfur outside any ring (five):
cpd	canonical_smiles	Nox1 inh	Luminol counter	PME-1 Maybridge	NOTCH agonist
18	Cc1ccc(C(=O)CSc2nc(N)c(C(=O)c3ccc(C)cc3)s2)cc1	-89	1	-2	0.1
41	c1ccc(CSc2nc3ccccc3[nH]2)cc1	-17	-7	-2	0.8
47	Cc1ccc(Sc2ncccc2NC(=O)Cc2ccccc2)cc1	11	-2	2	0.3
58	CCCc1nc(SC)[nH]c(=O)c1C	8	-3	5	-1.0
67	O=C(CSc1nc2cc(Cl)c(Cl)cc2[nH]1)c1ccccc1	-22	8	-62	-0.4

cpd	TLR4-MyD88 inh	OPRK1 antag MB	rat GALR2 ag	S1P1 ag
18	0	-16	8	-2
41	4	-2	-4	-4
47	0	-16	-6	7
58	-2	2	-7	-22
67	-10	-4	-9	-13

High-throughput results deposited in PubChem by The Scripps Research Institute Molecular Screening Center.
